GAA glycogen mod – alters human alpha-glucosidase cleavage of glycogen. Potency, µM (series often up to 76.4 µM), for the others: at the highest dose activity change, negative = inhibition, actives largely listed as inhibitors. recombinant GAA, glycogen substrate, Amplex Red glucose oxidase fluorescence. 0.38% of 300,000 active. P10253; active means well fitted inhibition curve with a large enough effect;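 further: 0% = full enzyme reaction and -100% = no-enzyme basal signal; the screen sought inhibitors and activators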
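Natural-substrate format: glycogen cleavage by 4 nM human enzyme, glucose read by Amplex Red coupling (Ex 573, Em 610 nm). Normalized to enzyme and no-enzyme controls.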
Numbers without * were called inactive; [ ] = remark or other dose. Potency means the concentration at half of the fitted maximal effect. Not all compounds are listed; rates above refer to the full screens.

SMILES	GAA glycogen mod
Cc1occc1C(=O)NC1CCCN(Cc2ccc(Cl)cc2)C1 (centres undefined)	2.6%[76.3 µM]
COc1cc(CNC(=O)C2CCCC2)cc(OC)c1OC	4.2%
NC(=O)c1nsc(C(=O)N(c2ccc(F)cc2)C(C(=O)NC2CCCC2)c2ccncc2)c1N (centres undefined)	8.5%
CC1CN(C(=O)CCC(=O)N2CCCCC2)c2ccccc2O1 (centres undefined)	1.4%[76.3 µM]
O=C(NC(=S)NC1CCN(Cc2ccccc2)CC1)c1ccc(F)cc1	-1.4%
COc1ccc(CCN2CC(C(=O)N3CCC(O)(c4ccccc4)CC3)CCC2=O)cc1 (centres undefined)	0.2%[76.3 µM]
CC(C)NC(=O)COc1ccc(S(=O)(=O)N2CCCC2)cc1	-1.9%[76.3 µM]
NS(=O)(=O)c1ccc(CCNC(=O)COC(=O)Cc2c(F)cccc2Cl)cc1	2.6%[76.3 µM]
CCCCCc1ccc(-c2cn(CCc3c[nH]c4ccccc34)nn2)cc1	20.4%[76.3 µM]
Cc1onc(-c2c(F)cccc2Cl)c1C(=O)NC1CCCCCC1	-5.8%
COc1ccc(-c2cc3ccccc3nc2N)cc1OC	5.5%
Cc1cccc(/C=N/NC(=O)c2cccc(Cl)c2)n1	0.3%
COC(=O)c1cc(NC(=O)CC2CCCC2)cc(C(=O)OC)c1	-1.0%
Cn1c(=O)c2sccc2n2c(CCCC(=O)NCc3cccnc3)nnc12	-2.6%[76.3 µM]
CCN(Cc1nc(-c2ccccc2)no1)C(=O)c1ccc2c(c1)OCO2	-2.6%
CC(C(=O)Nc1ccccc1)N1CCN(c2ccccn2)CC1 (centres undefined)	-0.9%
COc1ccc(CN2CCNC(=O)C2CC(=O)N(C)Cc2ccno2)c(F)c1 (centres undefined)	3.8%[76.3 µM]
COCCn1c(SCC(=O)NC2CC2)nnc1-c1ccco1	11.2%
CN(C)C(=O)N1CCN(S(=O)(=O)c2ccc3ccccc3c2)CC1	-8.8%[76.3 µM]
O=C(CCNC(=O)C1CCN(S(=O)(=O)c2ccc(F)cc2)CC1)NCc1ccncc1	4.5%[76.3 µM]
COCCc1ncc(CN2CCCCC2C(=O)Nc2ccc(Oc3ccccc3)nc2)cn1 (centres undefined)	-15.0%[76.3 µM]
CCCc1cc(C(=O)Nc2cc(OC)ccc2OC)cs1	2.0%[76.3 µM]
Cn1c(CNC(=O)C2CCCCC2)cc2cc(Cl)ccc21	-0.1%[76.3 µM]
O=C(NCCCc1nc2ccccc2[nH]1)c1ccco1	-9.8%[76.3 µM]
COc1ccc(NC(=O)C2Cc3ccccc3CN2C(=O)c2ccco2)cc1 (centres undefined)	-0.2%

Given with each value named: 3 of the compounds above.
CC1CN(C(=O)CCC(=O)N2CCCCC2)c2ccccc2O1 (centres undefined)
  GAA glycogen mod: 1.4%[76.3 µM]
Cc1occc1C(=O)NC1CCCN(Cc2ccc(Cl)cc2)C1 (centres undefined)
  GAA glycogen mod: 2.6%[76.3 µM]
CCCCCc1ccc(-c2cn(CCc3c[nH]c4ccccc34)nn2)cc1
  GAA glycogen mod: 20.4%[76.3 µM]

Carrying on:
SMILES	GAA glycogen mod
Cc1ccc(NC(=O)CN2CCN(Cc3ccccc3)CC2)c(Br)c1	-2.1%[76.3 µM]
CC(=O)N1CCN(CC(=O)Nc2ccccc2C(=O)NCc2ccc(C)cc2)CC1	-3.7%
COc1ccccc1C(=O)NCCC(=O)Nc1ccc(OC(F)(F)F)cc1	-7.7%
COc1ccc(Cc2nnc(NC(=O)c3ccc(F)cc3)s2)cc1OC	-1.8%[76.3 µM]
COc1cc(NC(=O)Cn2cnc(S(=O)(=O)N3CCCCC3)c2)cc(OC)c1OC	-19.0%[76.3 µM]
O=C(Cn1c2ccc(F)cc2c2nc3n(c(=O)c21)CCS3)NCC1CCCO1 (centres undefined)	7.4%
COc1ccc(CCNC(=O)CCCN2C(=O)C(c3ccccc3)Oc3cccnc32)cc1OC (centres undefined)	2.1%[76.3 µM]
O=C(NNC(=O)C1C2C=CC(C2)C1C(=O)O)c1ccccc1O (centres undefined)	1.6%[76.3 µM]
CCOC(=O)N1CCN(C(=O)C2CCN(S(=O)(=O)N3CCC4(CC3)OCCO4)CC2)CC1	-18.1%[76.3 µM]
CC(=O)Nc1ccc(-c2csc(NCCc3ccccc3)n2)cc1	5.0%[76.3 µM]
Cc1noc(NS(=O)(=O)c2ccc(NC(=O)/C=C/c3ccc(C(C)C)cc3)cc2)c1C	2.3%[76.3 µM]
Cc1ccn2cc(C(=O)N3CCCC(Nc4ccc(F)cc4)C3)nc2c1 (centres undefined)	4.0%[76.3 µM]
CN1C/C(=C/c2cccs2)C(=O)/C(=C\c2cccs2)C1	7.7%
Cc1sc2ncn(CC(=O)N3CCCC(C)C3)c(=O)c2c1S(=O)(=O)N1CCCCC1 (centres undefined)	6.1%
CC(C)Cn1c(-c2cc(Br)ccc2F)nc2c1c(=O)[nH]c(=O)n2CC(C)C	-10.9%[76.3 µM]
COc1ccc(Br)cc1CN1CCCCCC1	11.9%[76.3 µM]
O=C(CSc1nnnn1Cc1ccccc1)Nc1cccc(F)c1	-9.5%
COc1ccccc1OCC(=O)N1CCCCCCC1	-3.1%[76.3 µM]
COc1ccccc1CC1CC(=O)N(c2ccccc2)C1=O (centres undefined)	0.4%[76.3 µM]
Cc1ccc(C(=O)Nc2nnc(C3=COCCO3)o2)cc1C	-3.2%[76.3 µM]
O=C(CCC1CCN(Cc2ccccc2Cl)CC1)NC1CC1	-4.0%[76.3 µM]
COc1ccc(CNC2CCSc3ccccc32)cc1OC (centres undefined)	-1.3%
CC(C)(C)c1ccc(C(=O)NCc2nnc(SCC(=O)NC3CCCC3)o2)cc1	-8.2%[76.3 µM]
COc1ccccc1-c1nc(SCC(=O)NCc2ccco2)c2c(=O)n(C)c(=O)n(C)c2n1	0.7%[76.3 µM]
CS(=O)(=O)N1CCC(C(=O)Nc2ccc(C(N)=O)cc2)CC1	-3.8%
Next entries
SMILES	GAA glycogen mod
CC(=O)Nc1ccc(SCC(=O)N2CCN(S(=O)(=O)c3ccccc3)CC2)cc1	-4.3%[76.3 µM]
Cn1c(SCC(=O)N2CCOCC2)nnc1-c1ccncc1	10.9%
O=C(COc1ccc([N+](=O)[O-])cc1)Nc1cccc(C(=O)Nc2ccccc2C(=O)O)c1	4.1%[76.3 µM]
CCN(CC)c1ccc(NC(=O)CSc2nc(C3CC3)nc3ccccc23)cc1C	-2.8%
COc1ccc(N(C)C(=O)c2ccc3c(Cl)c4c(nc3c2)CCCC4)c(OC)c1	0.0%[76.3 µM]
Cc1cc(NC(=O)COC(=O)CCS(=O)(=O)c2ccc(Cl)cc2)no1	-6.9%[76.3 µM]
CC(C)c1cc2c(c(O)c1O)[C@@]13CCCC(C)(C)C1CC2OC3=O (some centres undefined)	-22.7%[76.3 µM]
COc1ccccc1CN(C(=O)CNC(=O)c1ccco1)C(C(=O)NCC1CCCO1)c1ccc(OC)c(OC)c1 (centres undefined)	7.5%
Cc1cc(C)cc(C(=O)NCC(=O)N2CCN(C(c3ccccc3)c3ccccc3)CC2)c1	2.2%
CCc1ccc(S(=O)(=O)Nc2cc3c(cc2C)n(C)c(=O)n3C)cc1	-1.6%[76.3 µM]
COc1ccc(N2CCN(S(=O)(=O)CCNC(=O)C3CCCCC3)CC2)cc1	-6.6%[76.3 µM]
Cc1cc(=O)n2nc(N3CCC(C(=O)N4CCN(c5ccccc5)CC4)CC3)sc2n1	7.6%[76.3 µM]
CC(=O)Nc1ccc(Nc2ncnc3c2nnn3Cc2ccccc2Cl)cc1	2.3%
O=S(=O)(Nc1ccc(F)cc1)c1cccc2nsnc12	4.6%[76.3 µM]
COc1cccc(N2CCN(CC(=O)NC(C)c3ccccc3)CC2)c1 (centres undefined)	-8.3%[76.3 µM]
Cc1ccc(CNc2ncnc3cc(Cl)ccc23)cc1	3.5%
CCc1ccc(-c2cc(C)no2)cc1S(=O)(=O)N1CCN(c2ccc(OC)cc2)CC1	-3.3%[76.3 µM]
CCOc1ccc(NC(=O)c2cc(S(=O)(=O)N3CCOCC3)cs2)cc1	1.3%[76.3 µM]
O=C1CCC(C(=O)N2CCCCCC2)CN1CCc1ccc(Cl)cc1 (centres undefined)	-3.3%[76.3 µM]
CC1=C(C(=O)Nc2cccc(C(=O)NC(C)C)c2)SCCO1	0.8%
CCSc1nsc(NC(=O)Nc2ccccc2OC)n1	3.9%[76.3 µM]
CSCCC(N=C1NS(=O)(=O)c2ccccc21)C(=O)NCCc1ccccc1 (centres undefined)	-4.9%[76.3 µM]
COc1ccc(-n2nc3c(c2NC(=O)CBr)CSC3)cc1	4.7%[76.3 µM]
COc1ccc(OC)c(NC(=O)NC2CCCc3ccccc32)c1 (centres undefined)	-0.6%[76.3 µM]
O=C(/C=C/c1cccnc1)c1cccc(O)c1	0.5%

Taken from above, four compounds:
SMILES	GAA glycogen mod
CSCCC(N=C1NS(=O)(=O)c2ccccc21)C(=O)NCCc1ccccc1 (centres undefined)	-4.9%[76.3 µM]
COc1ccc(-n2nc3c(c2NC(=O)CBr)CSC3)cc1	4.7%[76.3 µM]
COc1ccc(OC)c(NC(=O)NC2CCCc3ccccc32)c1 (centres undefined)	-0.6%[76.3 µM]
O=C(/C=C/c1cccnc1)c1cccc(O)c1	0.5%

Further entries follow:
SMILES	GAA glycogen mod
Cc1ccccc1C(=O)Nn1cnnc1	19.6%[76.3 µM]
COc1cc(NC(=O)c2cc([N+](=O)[O-])ccc2NC(=O)CNC2CCCCC2)cc(OC)c1	-21.7%
CN(C(=O)CCN1C(=O)c2ccccc2C1=O)c1ccccc1	4.3%[76.3 µM]
Cc1ccc(O)c(CNc2nc3ccccc3[nH]2)c1	-1.3%[76.3 µM]
COc1ccc(CC2(CO)CCN(S(=O)(=O)c3cccc4cccnc34)CC2)cc1	0.4%[76.3 µM]
COC(=O)c1cccc(C(=O)N2CCC(CO)(CCc3ccccc3)CC2)c1	-2.2%[76.3 µM]
CC(=O)c1cccc(NC(=O)CSc2nc(C3CC3)nc3ccccc23)c1	-2.8%
COc1ccc(CNC(=O)CCCSc2ccccc2)cc1	-6.2%
COc1ccc(Cl)cc1NC(=O)C1CC(c2ccccc2O)=NO1 (centres undefined)	2.5%[76.3 µM]
Cc1nnc(NC(=O)CSc2nnc(C(C)NC(=O)c3ccccc3F)n2C)s1 (centres undefined)	-13.9%[76.3 µM]
CCCc1cc(=O)oc2cc(C)cc(OCC(=O)Nc3ccccn3)c12	-5.0%[76.3 µM]
CCOc1ccc(CNc2nnnn2C)cc1	-0.2%[76.3 µM]
CC(=O)N(C)c1ccc(NC(=O)N2CCOCC2)cc1	10.8%[76.3 µM]
Cc1ccc(/C=N/NC(=O)c2ccncc2)cc1	-27.2%[76.3 µM]
CCc1cc(=O)oc2c(CN3CCN(C)CC3)c(O)ccc12	1.2%
CC(/C=N/NC(=O)c1nnn(-c2nonc2N)c1C)=C\c1ccccc1	11.0%[76.3 µM]
COc1ccc2oc(=O)cc(CN3CCOCC3)c2c1	9.5%[76.3 µM]
COc1ccc(NC(=S)NC(=O)/C=C/c2ccccc2)cc1	2.8%[76.3 µM]
CC(C)(C)c1ccc(Cn2nnc3c(=O)[nH]c(C4CCCN(C(=O)c5ccco5)C4)nc32)cc1 (centres undefined)	7.1%
Cc1ccc(C(=O)OCC(=O)NC2CCCC2)cc1C	-4.2%
O=C(O)c1ccc2c3n(nc2c1)-c1ccc(Cl)cc1CO3	-23.8%[76.3 µM]

Random excerpt: six records from the list, in no set order.
SMILES	GAA glycogen mod
COc1ccc(NC(=S)NC(=O)/C=C/c2ccccc2)cc1	2.8%[76.3 µM]
CC(/C=N/NC(=O)c1nnn(-c2nonc2N)c1C)=C\c1ccccc1	11.0%[76.3 µM]
CCOc1ccc(CNc2nnnn2C)cc1	-0.2%[76.3 µM]
COC(=O)c1cccc(C(=O)N2CCC(CO)(CCc3ccccc3)CC2)c1	-2.2%[76.3 µM]
COc1ccc(CNC(=O)CCCSc2ccccc2)cc1	-6.2%
COc1cc(NC(=O)c2cc([N+](=O)[O-])ccc2NC(=O)CNC2CCCCC2)cc(OC)c1	-21.7%

Source: PubChem BioAssay
